# AmpC detergent – qHTS Inhibitors of AmpC Beta-Lactamase (assay with detergent) | P00811 | AmpC hydrolysis of nitrocefin, absorbance 480 nm, 0.01% Triton | Potency, µM (titrated, usually from 114 µM), without a hit: top-dose activity change, negative = inhibition, most hits filed as inhibitors | actives 0.041% (n = 370,000) | AID 485294, 2010;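 also: potency is read from the fitted curve at half-maximal effect; 0% = no-compound wells and -100% = no-enzyme wells; nearly all actives have a fitted effect of over 25% in size; some results filed as inactive show a strong effect at the top dose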
# Target sequence (P00811 whole entry, looked up): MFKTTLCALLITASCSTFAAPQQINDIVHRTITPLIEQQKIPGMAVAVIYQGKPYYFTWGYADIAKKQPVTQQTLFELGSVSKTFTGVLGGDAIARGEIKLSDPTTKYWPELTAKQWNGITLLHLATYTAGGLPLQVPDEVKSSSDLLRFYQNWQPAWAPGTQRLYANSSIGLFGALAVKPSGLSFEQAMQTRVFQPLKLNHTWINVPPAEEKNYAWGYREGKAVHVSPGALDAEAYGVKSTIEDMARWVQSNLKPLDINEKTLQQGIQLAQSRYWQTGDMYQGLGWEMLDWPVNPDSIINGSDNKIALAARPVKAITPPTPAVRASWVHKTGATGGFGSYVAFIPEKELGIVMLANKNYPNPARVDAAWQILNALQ
#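 20 mM phosphate pH 7.0 + 0.01% (detergent screen) or 0.0001% Triton X-100; 5.3 nM AmpC reagent; cpd preinc 15 min RT; nitrocefin (800 uM stock) to start; A480 q20 s × 4 min; Activity was normalised to no-enzyme and no-compound control wells.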
# Giardia FBPA inh – qHTS Assay for Inhibitors of Fructose-1,6-bisphosphate Aldolase from Giardia Lamblia; purified Giardia FBPA; AID 2451, 2010; Potency, µM (titrated, usually from 59.6 µM), inactives show at the top dose activity, negative = inhibition, most hits filed as inhibitors; actives 0.71% (n = 290,000); also: potency is read from the fitted curve at half-maximal effect; nearly all actives have a fitted effect of over 55% in size
# Target sequence (A8B2U2 whole entry, looked up): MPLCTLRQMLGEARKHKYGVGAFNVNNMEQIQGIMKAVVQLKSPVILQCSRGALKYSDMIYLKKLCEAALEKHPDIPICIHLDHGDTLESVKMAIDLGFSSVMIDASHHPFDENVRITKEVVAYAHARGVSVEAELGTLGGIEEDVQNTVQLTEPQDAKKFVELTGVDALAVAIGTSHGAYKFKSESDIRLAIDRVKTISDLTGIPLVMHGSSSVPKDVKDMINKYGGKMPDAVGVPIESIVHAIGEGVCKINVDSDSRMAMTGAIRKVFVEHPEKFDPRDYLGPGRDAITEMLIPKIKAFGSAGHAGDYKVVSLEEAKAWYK
#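 40 nM FBPA preincubated 10 min at RT with compound (up to 57.5 uM final), then substrate plus GAPDH/TPI/NAD/arsenate coupling and diaphorase/resazurin added. Fluorescence read after 20 min at RT, 525/598 nm.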
# HCMV antiviral – qHTS Assay for inhibitors of the human cytomegalovirus (HCMV); HFF cells, HCMV-luciferase reporter, 72 h; stronger effect = lower value; activity change, negative = inhibition, % at 57.5 µM; actives 4.5% (n = 410,000); AID 1259415, 2018; in the data active = activity change below about -60%; inconclusive = no clear call, values can overlap the other calls; inactive = above about -39%
#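 Two compound doses tested in HFFs infected with HCMV-luciferase, MOI 1 PFU/cell, 72 h at 37C. Lysate luminescence read with OneGlo; data normalized against buffer-only and 10uM Salinomycin inhibitor controls.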
# Sm TGR inh – qHTS Assay for the Inhibitors of Schistosoma Mansoni Peroxiredoxins; Schistosoma mansoni thioredoxin glutathione reductase (TGR), Q962Y6; purified TGR, DTNB reduction, TNB absorbance 405 nm; Potency, µM (top dose mostly 114 µM), for inactives: at the highest dose activity change, negative = inhibition, usual class: inhibitors; actives 3% (n = 360,000); also: potency is read from the fitted curve at half-maximal effect; nearly all actives have a fitted effect of over 60% in size
#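 Kinetic colorimetric format: TGR-catalysed, NADPH-driven DTNB reduction monitored via TNB absorbance. Enzyme dispensed at 20 nM; compound exposure 15 min at room temperature before reaction start.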
# AMA1-RON2 inh – qHTS for Inhibitors of AMA1-RON; Towards Development of Antimalarial Drug Lead: Primary Screen; actives 0.2% (n = 360,000); AlphaScreen AMA1-biotinylated RON2 peptide binding; Potency, µM (top dose mostly 58.2 µM), for the others: at the highest dose activity change, negative = inhibition, actives largely listed as inhibitors;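 also: potency is read from the fitted curve at half-maximal effect; 0% = vehicle wells and -100% = peptide control; nearly all actives have a fitted effect of over 45% in size; some results filed as inactive show a strong effect at the top dose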
#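 AMA1 (3D7) with his tag at 25 nM final met compounds first, then biotinylated RON2 peptide at 25 nM; detection used donor plus acceptor beads, 10 µg/mL apiece, read by AlphaScreen after 30 min at room temperature.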
# AmpC no deterg – qHTS Inhibitors of AmpC Beta-Lactamase (assay without detergent); P00811; AmpC nitrocefin hydrolysis, absorbance 480 nm, 0.0001% Triton; Potency, µM (highest dose often 57.1 µM), inactives show at the highest dose activity change, negative = inhibition, usual class: inhibitors; actives 0.52% (n = 330,000); AID 485341, 2010;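 also: potency is read from the fitted curve at half-maximal effect; plate controls were no compound for no effect and no enzyme for full effect; nearly all actives have a fitted effect of over 20% in size; some results filed as inactive show a strong effect at the top dose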
#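 AmpC (5.3 nM in the dispensed reagent) in 20 mM phosphate pH 7.0 with 0.01% (detergent screen) or 0.0001% Triton X-100 was preincubated with compounds for 15 min at room temperature. Nitrocefin was then added from an 800 uM solution, and hydrolysis was followed at 480 nm.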
# Numbers without * were called inactive; ? = inconclusive; · = no result given; & = joins results of further samples; [ ] = another dose, or the depositor's remark. Unless noted, calls follow the shape of the dose curve; as a rule, active = well fitted curve in the direction sought with a large enough effect; inconclusive = small, poorly fitted or top-dose-only effect, or another doubt; inactive = no such curve, though single readings can be large; an effect the other way counts as inactive or inconclusive. Unless noted, % is scaled to controls: 0 for no effect and ±100 for the full control effect.
SMILES,AmpC detergent,Giardia FBPA inh,HCMV antiviral,Sm TGR inh,AMA1-RON2 inh,AmpC no deterg
CCOC(=O)C1=C(C)NC(=O)NC1c1c(O)ccc2ccccc12 (centres undefined),-9%,2%,1,0%,6%,-18%
CCC(=O)Nc1ccc(S(=O)(=O)c2ccc(NC(=O)CC)cc2)cc1,-3%,9%,-28,-4%,3%,-6%
Cc1cc(C)cc(NC(=O)Cn2nnc(-c3nc(-c4ccncc4)no3)c2N)c1,?,·,-15,-2%,·,·
O=C(CN1CCN(CC(=O)Nc2ccccc2Cl)CC1)Nc1ccc(F)c(F)c1,-1%,1%,48,?,4%,84%[activator]
O=C(/C=C/c1cccs1)N1CCN(c2ccccc2)CC1,6%,-6%,-26,·,-11%,-9%
CCN1C(C(=O)c2ccccc2)=C(OC(=O)c2ccc(Cl)cc2)c2ccccc2S1(=O)=O,14%,·,-77*,-1%,·,·
COc1ccccc1OC(C)C(=O)N1CC(=O)Nc2ccccc21 (centres undefined),5%,-3%,-72*,-6%,-4%,-17%
COc1ccc(-c2n[nH]c3c2C(c2ccccn2)N(C)C3=O)cc1 (centres undefined),2%,·,50,-3%,·,·
COc1ccc(NC(=O)COC(C)=O)cc1OC,-1%,1%,-23,12%,3%,-19%
COc1ccc([C@@H](NC(=O)OC(C)(C)C)C(=O)OC(C)(C)C)cc1,5%,·,-9,7%,-10%,32%
CCn1cc(C(=O)NCCc2ccc(Cl)cc2)c(=O)c2cc(S(=O)(=O)N3CCC(C)CC3)ccc21,3%,·,16,-1%,·,·
CCc1cccc(C)c1Nc1c(-c2ccc(N(C)C)cc2)nc2cnccn12,8%,·,-16,-22%,·,·
COc1ccc2c(=O)c3c(=O)n(-c4ccccc4)c(-c4ccco4)nc3oc2c1,-12%,0%,-22,-2%,15%,-6%
CCOC(=O)CNC(=O)c1ccc(C)cc1,-9%,1%,0,-4%,-4%,-16%
COc1ccc(CCN2C(=O)CSC2c2ccc(OC)c(OC)c2)cc1OC (centres undefined),-11%,0%,2,1%,0%,37%

# Reprinted from the part before: two entries; new compounds follow.
SMILES,AmpC detergent,Giardia FBPA inh,HCMV antiviral,Sm TGR inh,AMA1-RON2 inh,AmpC no deterg
CCOC(=O)CNC(=O)c1ccc(C)cc1,-9%,1%,0,-4%,-4%,-16%
COc1ccc(CCN2C(=O)CSC2c2ccc(OC)c(OC)c2)cc1OC (centres undefined),-11%,0%,2,1%,0%,37%
COc1ccccc1C(=O)CN1C(=O)NC2(CCc3ccccc32)C1=O (centres undefined),-5%,·,-19,-5%,0%,-22%
O=C(CN1CCN(c2ccc(O)cc2)CC1)Nc1ccc2c(c1)OCCO2,-11%,?,?,1%,-6%,-3%
O=c1c2[nH]c3ccccc3c2nc(SCc2cccc(F)c2)n1-c1ccccc1,2%,·,44,12%,·,·
CCOC(=O)C1CCN(C(=O)COc2ccc(Br)cc2C)CC1,2%,1%,-37,4%,-2%,83%[activator]
CN1CCC(=NNC(=O)C(=O)Nc2ccccc2F)CC1,-12%,-2%,4,-2%,66%[activator],-23%
COc1ccc2[nH]c(=O)c(CN(C(=O)c3cccnc3)c3cc(C)ccc3C)cc2c1,-3%,-3%,-17,0%,11%,7%
Cc1cccc(C(=O)NNC(=O)c2ccccc2-n2cccc2)c1,?,2%,69,0%,36%[activator],-21%
c1cc(CSc2nnc(-c3ccc4c(c3)OCO4)o2)ccn1,0%,7%,39,?,13%,-7%
CC(C)(C)N(Cc1ccccc1)C(=O)c1ccc2c(c1)OCCO2,?,12%,-13,3%,-15%,24%
CC1(C)Cc2c(cnn2-c2ccccc2)C(=O)/C1=N\NC(=O)c1ccccc1,?,2%,-10,-4%,-3%,-7%
CC1=C(C(=O)O)N2C(=O)C(NC(=O)c3ccccc3Cl)C2SC1 (centres undefined),71µM*,1%,42,?,9%,-31%
Cc1nc2ccc(NC(=O)c3ccc(Br)o3)cc2s1,1%,-13%,42,-26%,0%,-12%
COc1ccc(/C=C2\SC(=S)N(NC(=O)c3csc4c3CCCC4)C2=O)cc1,0%,-4%,29,5%,-8%,-29%
O=C(CCCC(=O)Nc1ccccc1Br)N/N=C/c1c(F)cccc1Cl,2%,-17%,0,-1%,5%,-40%
COC(=O)[C@@H]1C2CCC(C(=O)Nc3ccccc3)(CC2)[C@@H]1C(=O)OC,-10%,6%,26,-7%,-4%,-16%
O=C(c1ccco1)N1CCCC(c2nc3c(nnn3Cc3ccccc3)c(=O)[nH]2)C1 (centres undefined),?,11%,59,-11%,0%,-16%
CCOC(=O)Cn1nnnc1C(CC)N(Cc1cccs1)Cc1cc2ccc(OC)cc2[nH]c1=O (centres undefined),8%,-9%,-26,-4%,-5%,107%[activator]
O=C(NC1=NCCS1)C1CC(=O)N(c2ccccc2)C1 (centres undefined),?,-5%,-6,-2%,-6%,-15%
COc1ccc(C2N=C(Nc3ccc(C)cc3)Nc3nc(C)cc(=O)n32)cc1 (centres undefined),-12%,3%,-31,-1%,15%,12%
Cc1cccc(NC(=O)CC2Nc3cccc4cccc(c34)NC2=O)c1 (centres undefined),-2%&1%,-24%,2&19,-22%&-2%,8%,-25%
Cc1c(O)c2ccccc2oc1=O,-7%,-6%,?,12%,1%,-9%
Cc1ccc(NC(=O)/C=C/c2ccc(Cl)cc2)c(Br)c1,-7%,·,-30,2%,·,·
COc1cccc(C(=O)N2CCC(N3CC(C)OC(C)C3)CC2)c1 (centres undefined),-1%,-13%,6,-11%,?,-14%
CN(C)c1ccc(/C=N/NC(=O)CCc2nc3ccccc3[nH]2)cc1,3%,0%,4,-9%,0%,-33%
CCCCn1c(=O)c2ccccc2n2c(=S)[nH]nc12,3%,-9%,-28,-4%,80%[activator],-47%
Cc1ccccc1-n1nc(C)c2cc(C(=O)N3CCN(S(=O)(=O)c4ccc(Cl)cc4)CC3)sc21,-6%,2%,-7,10%,-5%,30%
Nc1c(C(=O)Nc2ccccc2F)sc2nc3c(cc12)CCCCCC3,10%,·,-32,-2%,·,·
COc1ccc(NC(=O)C(C(C)C)N2Cc3ccccc3C2=O)cc1 (centres undefined),1%,·,18,4%,·,·
COc1cccc(C(=O)OCn2nnc3ccccc3c2=O)c1,-15%,10%,-9,-17%,13%,-11%
CCOC(=O)c1c(NC(=O)c2cc(CC(C)C)on2)sc(C(C)=O)c1C,?,9%,5&-17,-1%&4%,25%,-31%
C/C(=N\NC(=S)Nc1ccc(F)cc1)C1CC1,6%,-24%,13,0%,56%[activator],-40%
COc1ccccc1-c1nn(-c2ccccc2)cc1C(=O)NCC(c1ccco1)N1CCCC1 (centres undefined),?,·,-1,-7%,13%,108%[activator]
COc1cc(-c2nc3oc4ccccc4c(=O)c3c(=O)n2Cc2ccco2)cc(OC)c1OC,0%,1%,-11,?,0%,92%[activator]
Fc1ccccc1-n1[nH]nnc1=S,4%,?,91,-1%,-2%,·
CCCCc1ncc(CN2CCN(Cc3ccc(C)cc3)C(CCO)C2)[nH]1 (centres undefined),-5%,0%,-15,-15%,14%,58%
Cc1cc(C(=O)N/N=C/c2cc(Br)ccc2OC(=O)c2ccc(Br)cc2)n[nH]1,-8%,-14%,·,-2%,·,-21%
Cc1ccc(C)c(CN2C(=O)c3ccccc3Sc3ccc(C(=O)NCCCOC(C)C)cc32)c1,-4%,·,?,8%,·,·
CCc1ccccc1NC(=O)c1cnc2scc(C)n2c1=O,-2%,1%,37,7%,9%,-12%
O=C(/C=C(\c1ccccc1)n1cncn1)c1ccccc1,-5%,0%,39,0%,-17%[2.32 µM],-12%
Cc1c(C(c2ccc(O)cc2)c2c(C)n(C)n(-c3ccccc3)c2=O)c(=O)n(-c2ccccc2)n1C,12%,-3%,-14,-11%,0%,-29%
COc1ccc(CNC(=O)CCc2c(C)nn(-c3ccc(N4CCCCC4)nn3)c2C)c(OC)c1,20%,·,-15,5%,·,·
COC(=O)c1cccc(Nc2c(-c3ccc(O)c(OC)c3)nc3nc[nH]n23)c1,-1%,·,0,40µM*,·,·
COc1ccc(OCc2ccc(-c3nc(C#N)c(NC(C)c4ccccc4)o3)o2)cc1 (centres undefined),31%[activator],·,-14,6%,·,·
COc1ccc(-c2noc(CCC(=O)N(C)c3ccccc3C)n2)cc1,19%,·,-36,-1%,·,·
Cc1cccc(N(CC(=O)NC2CCCC2)C(=O)CCCC(=O)Nc2ccccn2)c1,-9%,-2%,52,-25%,7%,14%

# Arranged by heavy-atom count (lowest first): 3 of the compounds above.
SMILES,AmpC detergent,Giardia FBPA inh,HCMV antiviral,Sm TGR inh,AMA1-RON2 inh,AmpC no deterg
Cc1cc(C(=O)N/N=C/c2cc(Br)ccc2OC(=O)c2ccc(Br)cc2)n[nH]1,-8%,-14%,·,-2%,·,-21%
Cc1cccc(N(CC(=O)NC2CCCC2)C(=O)CCCC(=O)Nc2ccccn2)c1,-9%,-2%,52,-25%,7%,14%
COc1ccccc1-c1nn(-c2ccccc2)cc1C(=O)NCC(c1ccco1)N1CCCC1 (centres undefined),?,·,-1,-7%,13%,108%[activator]

# Following part.
SMILES,AmpC detergent,Giardia FBPA inh,HCMV antiviral,Sm TGR inh,AMA1-RON2 inh,AmpC no deterg
O=C(Nc1ccc(N2CCN(Cc3ccccc3Cl)CC2)cc1)c1cccnc1,1%,9%,-64*,1%,-16%,-3%
COCCN(CCOC)C(=O)c1ccc(CSc2nc3ccccc3s2)cc1,-5%,·,?,0%,13%,128%[activator]
Cc1ccc(-n2nc(-c3ccc(OC(F)(F)F)cc3)cc2N)cc1C,1%,-18%,15,18%,-27%,-7%
O=C(CSc1nnc(Cc2ccc3c(c2)OCO3)n1C1CCCCC1)NC1CCCC1,-7%,3%,27,-5%,8%,34%
CC(C)Cn1c(SCC(=O)NCCCN2CCCC2=O)nc2ccccc21,?,·,19,-6%,-11%,12%
O=C(COC(=O)CC1c2ccccc2CCN1S(=O)(=O)c1ccc(F)cc1)Nc1ccccc1 (centres undefined),-13%,-4%,?,-1%,-14%,-23%
COc1cc(C(C(=O)NC(C)(C)C)N(C(=O)CNC(=O)c2cccs2)c2ccc(C(C)C)cc2)cc(OC)c1OC (centres undefined),1%,-17%,-6,4%,1%,126%[activator]
COc1ccc(O)c(CN2CCC(n3nccc3NC(=O)CCOc3ccccc3)CC2)c1,2%,·,-33,-11%,1%,-11%
O=C(CCC1CCCC1)N[C@@H](Cc1ccc(O)cc1)C(=O)O,2%,16%,7,27%,6%,-13%
COc1ccc(F)cc1C(=O)C1CCCN(Cc2ccc(Sc3nncn3C)o2)C1 (centres undefined),1%,2%,33,12%,-7%,41%
CCc1c(O)nc(SCC(=O)N2CCCCC2)n(-c2ccccc2C)c1=O,?,7%,30,3%,-7%,-16%

# From PubChem BioAssay
